High-throughput results: PubChem BioAssay, several laboratories
Dynein cargo inh – inhibitors of GR-EGFP nuclear translocation, primary screen, dynein cargo transport inhibitor project, imaging, high-content, 3617.4 mouse cells; z-score, hits read low; AID 1381, 2008; 0.47% of 220,000 active; test concentration mostly 20 µM; stimulated with dexamethasone, 1 µM; hits give low values;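 active = plate z-score of nuclear minus cytoplasmic receptor signal below a set negative limit, without overly bright fluorescence or cell loss, cut at about -3.5 in these data, passing the limit was not always enough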;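 also: z-score of nuclear minus cytoplasmic ring GR-EGFP intensity difference per well; some compounds called inactive have numbers as strong as hits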
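Buffer or medium – tet-free medium with charcoal-stripped serum · Signal – automated 10x imaging of fixed Hoechst-stained cells · Also added – dexamethasone agonist, 1.0 µM final, for 30 min · Incubation – induction 48 h, compound 1 h, agonist 30 min · Read-out – GR-EGFP nuclear translocation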
b-catenin transl – modulators of beta-catenin nuclear translocation, primary screen, imaging, HeLa cells, immunofluorescence, high-content | nuclear translocation activity, % at 5 µM | 0.3% of 190,000 active | AID 1665, 2009;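 active = nuclear translocation activity above 50% at 5 µM, with a well cell count of 50 or more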;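 also: per-cell ratio of nuclear to cytoplasmic median beta-catenin stain intensity; plate controls were DMSO negative control for no effect and GSK-3 inhibitor IX positive control for full effect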
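Test system: human HeLa cell line; Doses: 5 µM primary, 0.02–20 µM confirmation; Incubation: 24 h compound exposure, 37°C; Detection: beta-catenin immunofluorescence imaging with DAPI; Read-out: beta-catenin nuclear/cytoplasmic ratio, % activation.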
ER stress rescue – rescue of cells from ER stress-induced death, primary screen, 384-well, CSM14.1, thapsigargin, ATP luminescence (AID 1222); CSM14.1 thapsigargin-induced death rescue, ATP luminescence; higher % means a stronger effect; one-dose cellular ATP content (survival), % at 20 µM; EC50 in µM for titrated hits; 190,000 tested, under 10 active;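 active = EC50 below 50 µM in the dose-response confirmation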;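 also: death triggered by thapsigargin at about 15 µM added after 2 h compound pretreatment; cell ATP read after overnight thapsigargin exposure of roughly 18 to 22 hours; normalized against plate controls of thapsigargin alone and 5% DMSO vehicle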
PhoP inhibition – inhibitors of PhoP regulon expression, primary screen, Salmonella Typhimurium, GFP reporter (AID 1863); S. Typhimurium PhoP-regulated promoter GFP reporter, 4 h; higher % means a stronger effect; inhibition, % at 50 µM, or IC50 in µM where a hit was titrated; 0.16% of 300,000 active;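 active = inhibition over 29.93%, a cutoff 3 SD above the screen mean, later confirmed by dose response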;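 also: 0% = low Mg2+ inducing control and 100% = high Mg2+ repressing control; strong numbers were not always called active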
Autophagy mod – autophagy modulators in MEF cells, primary screen, imaging, high-content, MEF GFP-LC3. MEF GFP-LC3 puncta imaging; test concentration mostly 10 µM. calls only at 10 µM (by protocol). 0.98% of 190,000 active. AID 463193, 2010;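 active = percentage of spot-positive cells more than 3 SD above its plate mean, without a fluorescence outlier flag or 80% toxicity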;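 also: spot-positive cell cutoff set from DMSO-treated cells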
Ins promoter up – insulin promoter activators in MIN6 cells, imaging, high-content screening, mouse beta cells; MIN6 insulin promoter-GFP reporter; hits give high values; 0.3% of 190,000 active; z-score at 5 µM;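 active = z-score above 3 at 5 µM with at least 500 cells counted in the well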
T cell HTS – modulators of CD8 T cell-vesicle binding, primary screen, mouse 2C CD8+ T cells, flow cytometry; 2C CD8+ T cell-vesicle binding; hits give low values; calls only at 7 µM; 0.068% of 330,000 active; AID 2052, 2009;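 active = response, share of CD8 T cells binding vesicles, and their 90th percentile fluorescence all below set limits, cut at about 80% in these data, passing the limit was not always enough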
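incubation = binding step 1.5 h, 37 °C, antibody labelling 20 min, ice | test system = 2C mouse CD8+ T cells | read-out basis = percent CD8+ FL2 mean versus row control | controls = Peptide-free naked vesicles (low) and QL9 vesicles with 0.7% DMSO vehicle (high) | detection = flow cytometry of vesicle-bound cells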
Lipid droplet – inhibitors of hepatocyte lipid droplet formation, primary screen, imaging, high-throughput imaging, BODIPY stain | 0.4% of 240,000 active | AID 1656, 2009 | AML12 mouse hepatocytes, oleate lipid droplets | inhibition, % at 6.5 µM;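 active = lipid droplet intensity inhibited by at least 50%, with more than 500 cells counted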
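Assay system: AML12 hepatocytes (mouse) / Also added: 100 µM oleic acid challenge / Times: overnight treatment with compound plus oleate / Detection: high-content imaging of BODIPY-stained droplets and DAPI nuclei / Evaluation: % inhibition of lipid droplet signal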
MT stabilizer – microtubule stabilizers in HeLa cells, primary screen, imaging, high-content imaging | HeLa tubulin immunostaining HCS, 24 h; share of cells brighter than vehicle mean+2SD | % tubulin-high responders, % at 10 µM | 0.83% of 200,000 active;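 active = plate Z-score above 3 for both tubulin-high and condensed-nucleus cell shares, with cell loss under 80%, at 10 µM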;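 also: anti alpha tubulin signal scored within the nucleus-defined area of each cell; some results filed as inactive read as strong as hits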
Dynein cargo inh cytoplasmic EGFP – recorded beside Dynein cargo inh, whose call it bears; z-score; measured here: cytoplasmic GR-EGFP intensity; hits give high values
Dynein cargo inh nuclear GR-EGFP – further read-out of Dynein cargo inh, marked with its call; z-score; measured here: nuclear GR-EGFP intensity;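 lower value marks the stronger effect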
Dynein cargo inh cell count – recorded beside Dynein cargo inh, whose call it bears; z-score; measured here: cell count per field
Ins promoter up cell count – second read-out of Ins promoter up, no call of its own (marks repeat the call); cell count; measured here: cytotoxicity, nuclei count;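 total cells summed across four imaged fields per well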
Lipid droplet cells 6.5 µM – further read-out of Lipid droplet, marked with its call; cell count; measured here: cell count, cytotoxicity flag;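 cells counted across two imaged fields per well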
b-catenin transl cell count 5 µM – also measured in b-catenin transl; calls as there; cell count; measured here: cell count, cytotoxicity flag
T cell HTS vesicle-bound % – second read-out of T cell HTS, no call of its own (marks repeat the call); double positive events, %; measured here: CD8+ vesicle-bound cell fraction;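 binding gate set so that unloaded-vesicle control wells show 10% double positive cells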
MT stabilizer Hoechst-high % – recorded beside MT stabilizer, whose call it bears; % Hoechst-high responders; measured here: nuclear condensation Hoechst responders;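 share of cells brighter than vehicle mean plus two SD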
MT stabilizer cytotoxicity % – further read-out of MT stabilizer, marked with its call; toxicity, %; measured here: cytotoxicity by cell density;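 0% = mean cell density of plate MIN control wells and 100% = no cells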
Autophagy mod cell loss 18 h – recorded beside Autophagy mod, whose call it bears; toxicity, %; measured here: cell loss, nuclei count;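 cell loss after 18 h compound exposure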
Numbers without * were called inactive; i = inactive; · = not tested or not shown.

Below each SMILES – MT stabilizer Hoechst-high %	Lipid droplet cells 6.5 µM	Ins promoter up	b-catenin transl	T cell HTS vesicle-bound %	MT stabilizer cytotoxicity %	Dynein cargo inh nuclear GR-EGFP	PhoP inhibition	Dynein cargo inh	b-catenin transl cell count 5 µM	T cell HTS	Lipid droplet	MT stabilizer	Autophagy mod	Autophagy mod cell loss 18 h	Dynein cargo inh cell count	Ins promoter up cell count	ER stress rescue	Dynein cargo inh cytoplasmic EGFP
1) c1ccc(C2=NN(c3ccccc3)C(c3ccco3)C2)cc1 (stereo unspecified)
  2.0	666	0.04	-0.8	46	3.6	1.7	18%	3.3	941	i	-1	1.7	i	1	-1.9	1459	3.9%	-0.11
2) CCC(Sc1nc2cc(OC)c(OC)cc2c(=O)n1CCc1ccc(OC)c(OC)c1)C(=O)NCCOC (stereo unspecified)
  1.6	687	-1.3	-1.2	31	6.6	-0.081	-8%	-0.25	1104	i	6	2.3	i	6	0.21	1196	-10%	-0.33
3) C=CCc1cccc2cc(C(=O)Nc3ccc(CC(=O)O)cc3)c(=O)oc12
  2.2	684	-0.14	-0.4	43	8.9	-0.32	5%	-0.011	1168	i	16	2.5	i	2	-0.25	1241	0.1%	-0.17
4) Cc1ccc(S(=O)(=O)NCC(=O)OCC(=O)c2cccs2)cc1
  2.2	·	0.4	1.2	48	12	-0.27	5%	-0.48	1462	i	·	3.0	i	-4	1.4	1417	-1.9%	-0.2
5) COc1cnc(-c2ccccn2)nc1Oc1ccc(Cl)cc1
  2.0	·	·	·	43	5.9	·	0%	·	·	i	·	1.5	i	3	·	·	-1.7%	·
6) COc1ccc2[nH]c3c(=O)n4c(nc3c2c1)SCC4
  2.4	690	-0.37	0.4	38	0.2	-0.21	-3%	-0.45	1137	i	-2	5.5	i	14	0.26	1205	-6.6%	-0.31
7) Cc1c(Cl)cccc1NC(=S)NCc1cccs1
  1.4	586	·	0.8	45	3.4	-0.39	-6%	-0.53	927	i	-6	2.2	i	-7	0.39	·	-4.9%	0.56
8) Cc1sc2ncnc(SCC(=O)c3ccc(O)cc3O)c2c1C
  ·	660	·	-1.1	26	·	2	1%	4.5	1406	i	-1	·	·	·	-2.5	·	·	-0.42
9) O=C(Cn1cccn1)c1ccccc1
  2.8	700	-1.6	0.1	62	5.4	0.43	-1%	0.27	1137	i	18	3.3	i	0	0.00056	1339	·	-0.33
10) COc1ccc(C(=O)NN(c2ccccc2)c2ccccc2)cc1
  2.4	·	0.47	-1.9	39	7.9	0.31	-6%	1.3	1337	i	·	0.7	i	50	-0.31	1493	2.3%	-0.21
11) c1ccc(C2c3[nH]c4ccccc4c3CCN2Cc2cccn2-c2ccccn2)nc1 (stereo unspecified)
  ·	781	0.5	0.1	27	·	0.82	3%	0.7	1371	i	-2	·	·	·	0.85	944	·	-0.22
12) COC(=O)c1ccc(N=Cc2c(C(F)(F)F)[nH]n(C)c2=O)cc1
  1.4	665	-0.47	-1.6	56	9.7	-0.24	10%	-0.52	1122	i	11	14	i	1	1.1	1304	·	-0.22
13) Nc1nc(CN2CCN(c3ccccc3F)CC2)nc(N2CCCc3ccccc32)n1
  1.9	696	0.46	0.7	63	6.7	0.5	6%	-0.073	1535	i	-1	3.2	i	7	0.12	1405	-2.0%	-0.33
14) Cc1cccc(-n2c(=O)c(C#N)cc3c(=O)n4ccccc4nc32)c1
  1.6	753	-0.16	·	52	7.4	0.25	-43%	0.083	·	i	4	3.0	i	-10	0.34	985	-0.9%	0.1
15) O=C(NCc1nc(-c2ccc(C(F)(F)F)cc2)no1)Nc1ccc(F)cc1F
  ·	666	-0.12	-0.6	58	·	0.039	-5%	-0.74	1284	i	-3	·	·	·	0.039	1094	·	-0.22
16) O=C(NCCN1C(=O)S/C(=C\c2cccnc2)C1=O)c1cccc(OC(F)F)c1
  2.5	660	0.01	0.0	46	3.9	-0.6	-8%	-0.27	962	i	-16	3.2	i	2	0.49	1323	-1.7%	-0.32
17) O=C(c1ccc(NC2=NC3CS(=O)(=O)CC3S2)cc1)N1CCc2ccccc2C1 (stereo unspecified)
  2.8	692	0.69	0.3	45	7.7	0.82	3%	1.5	1032	i	-1	4.6	i	-7	-0.49	1686	-0.3%	-0.18
18) Cc1ccc(SCCC(=O)Nc2cccnc2)cc1
  2.7	714	-0.12	0.2	53	7.5	0.97	-1%	1.9	1552	i	9	2.4	i	-10	-1	1166	0.5%	-0.1
19) O=C(COc1cccc2cccnc12)Nc1ccccc1
  1.2	660	0.45	-0.4	31	6.3	0.6	6%	1.2	1116	i	-19	1.9	i	-9	-0.29	1308	·	-0.23
20) CCOc1ccc(Nc2cc(C)nc3nc(C)nn23)cc1
  2.8	759	0.47	-0.5	61	11	2.3	-1%	2.2	502	i	1	3.5	i	18	-1.7	1085	-1.7%	-0.096
21) C/C(=N\O)c1sc(-c2ccccc2)nc1C
  2.1	689	0.3	-1.3	·	1.3	-0.37	-9%	-0.56	1073	·	11	1.8	i	7	-0.19	1277	·	-0.37
22) COc1ccc(-c2nc(C#N)c(NCCc3ccccc3)o2)cc1
  2.2	757	-0.05	-0.3	22	3.8	0.14	-4%	-0.47	1053	i	-2	3.6	i	-8	0.77	1149	0.1%	0.2
23) Cn1c(=O)[nH]c(=O)c2c1nc1n2CCN1Cc1ccccc1
  1.5	·	0.26	-1.5	2	9.1	0.41	-3%	0.091	932	i	·	2.5	i	-32	0.9	1390	-0.9%	-0.24
24) COc1ccc(S(=O)(=O)N2CCOCC2)cc1NC(=O)CSc1cccc[n+]1[O-]
  ·	662	0.43	0.4	26	·	0.29	-6%	0.45	1305	i	-26	·	·	·	0.057	1084	·	-0.25
25) CC(C)(C)c1ccc(NC(=O)COC(=O)c2ccc([N+](=O)[O-])s2)cc1
  1.6	687	1.5	-3.9	38	9.9	0.11	40%	-0.25	540	i	4	1.8	i	-7	0.38	1176	-1.5%	0.11
26) COc1cccc(NC(=O)c2ccccc2-c2nc(-c3ccc(Cl)cc3)no2)c1
  3.3	·	-0.83	-1.9	55	8.2	-0.2	5%	-0.79	1228	i	·	3.1	i	8	0.61	1129	-0.9%	-0.37
27) Cn1c(=O)n(CCc2ccccc2)c(=O)c2c1nc1n2CCN1Cc1ccco1
  2.6	·	-1.1	-2.5	18	13	-0.53	-2%	-0.85	1038	i	·	2.5	i	-7	1.4	1264	1.1%	-0.32
28) O=C(O)CCC(=O)Nc1ccc(N2CCCCC2)c(C(=O)O)c1
  2.4	707	·	0.9	64	6.5	0.46	2%	0.25	464	i	18	4.0	i	47	0.23	·	-5.2%	-0.26
29) O=C(CN1CCC(C(=O)c2ccc(F)cc2)CC1)Nc1ccccc1
  1.9	·	-2.2	0.7	10	10	-0.067	25%	-0.38	1145	i	·	1.8	i	-3	0.14	1030	1.9%	-0.19
30) O=C(Nc1ccc(S(=O)(=O)N2CCOCC2)cc1)c1ccc(Br)o1
  1.0	690	0.53	·	34	17	-0.11	-10%	-0.39	·	i	5	2.2	i	-3	-0.2	1319	-0.6%	-0.27
31) O=C(C1CC1)N1CCc2cc(Br)cc(S(=O)(=O)N3CCCCCC3)c21
  3.2	691	0.72	-1.1	44	11	0.75	-4%	0.36	1079	i	-4	1.5	i	7	0.33	1799	2.2%	-0.21
